Bioassay records deposited in PubChem BioAssay by several laboratories.
BH1578 lux ind – inducers of Vibrio cholerae quorum light production without autoinducers; V. cholerae BH1578 lux reporter, luminescence, 6 h; activation, % at 18.7 µM; 0.16% of 350,000 active; AID 588436; in the data active means activation mostly above about 9.7%, no sharp cut-off; further: not every result past the cut was called active; inactives centre near 0; reference of the scale not given here
VHR inh abs – DUSP3 (human) phosphatase inhibition; P51452; recombinant VHR phosphatase, pNPP absorbance; inhibition, % at 13.3 µM; 0.52% of 290,000 active; in the data active means inhibition above about 50%; further: some compounds called inactive have numbers as strong as hits
Target sequence (P51452 whole entry, looked up): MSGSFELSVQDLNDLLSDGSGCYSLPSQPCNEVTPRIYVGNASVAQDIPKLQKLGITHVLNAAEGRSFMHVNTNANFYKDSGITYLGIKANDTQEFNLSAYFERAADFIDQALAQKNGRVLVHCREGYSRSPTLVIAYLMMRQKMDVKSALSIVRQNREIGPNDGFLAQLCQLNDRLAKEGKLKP
BioA inh – blocks M. tuberculosis BioA enzyme activity; purified M. tuberculosis BioA enzyme, plate reader; inhibition, % at 9.99 µM; 0.096% of 360,000 active; AID 602481; in the data active means inhibition above about 40%
GDH-TPI counter – counter-screen for M. tuberculosis FBA inhibitors: GDH-TPI coupled enzymes; GDH-TPI coupled enzyme counterscreen, NADH absorbance; inhibition, % at 4.8 µM; 1.2% of 360,000 active; AID 588335; in the data active means inhibition above about 30%;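 further: 0% = DMSO wells and 100% = wells lacking the enzyme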
SARS 3CLpro inh – SARS-CoV 3CLpro protease inhibition. recombinant SARS-CoV 3CLpro, quenched FRET peptide cleavage. inhibition, % at 6 µM. P0C6X7. 0.14% of 290,000 active. AID 1706; in the data active means inhibition above about 12%
SSB-PriA inh – inhibitors of Klebsiella pneumoniae PriA binding to SSB C-terminal tail; inhibition, % at 33 µM; AlphaScreen SSBct-PriA binding, biotinylated peptide; 0.6% of 430,000 active; in the data active means inhibition mostly above about 37%, no sharp cut-off; inactive means mostly below about 20%;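 further: plate controls were negative control peptide for no effect and reference peptide for full effect; strong numbers were not always called active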
Rv3671c protease – inhibitors of M. tuberculosis serine protease Rv3671c | 0.048% of 320,000 active | AID 2606 | inhibition, % at 5.96 µM; in the data active means inhibition above about 38%;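 further: extracellular domain of Rv3671c used as enzyme; 0% = enzyme with DMSO and 100% = no enzyme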
UGM FP inh – inhibitors of M. tuberculosis UDP-galactopyranose mutase. P9WIQ1. purified UGM, fluorescence polarization probe displacement. inhibition, % at 10 µM. 0.06% of 320,000 active. AID 504406; in the data active means inhibition above about 10%, passing the limit was not always enough
MazF activator – activators of E. coli MazEF toxin-antitoxin RNase | P0AE70 | FAM/BHQ RNA-DNA oligo cleavage fluorescence, 5 h | activation, % at 20 µM | 0.32% of 350,000 active; in the data active means activation above about 50%
Target sequence (P0AE70 whole entry, looked up): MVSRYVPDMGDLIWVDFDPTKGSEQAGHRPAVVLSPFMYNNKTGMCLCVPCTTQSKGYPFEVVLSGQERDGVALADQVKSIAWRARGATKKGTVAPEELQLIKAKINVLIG
FBA Mtb inh – inhibitors of M. tuberculosis fructose-bisphosphate aldolase; P9WQA3; purified M. tuberculosis FBA, fluorescence read-out; inhibition, % at 1 µM; 2.3% of 360,000 active; in the data active means inhibition above about 27%;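 further: 0% = vehicle and 100% = reference inhibitor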
Target sequence (P9WQA3 whole entry, looked up): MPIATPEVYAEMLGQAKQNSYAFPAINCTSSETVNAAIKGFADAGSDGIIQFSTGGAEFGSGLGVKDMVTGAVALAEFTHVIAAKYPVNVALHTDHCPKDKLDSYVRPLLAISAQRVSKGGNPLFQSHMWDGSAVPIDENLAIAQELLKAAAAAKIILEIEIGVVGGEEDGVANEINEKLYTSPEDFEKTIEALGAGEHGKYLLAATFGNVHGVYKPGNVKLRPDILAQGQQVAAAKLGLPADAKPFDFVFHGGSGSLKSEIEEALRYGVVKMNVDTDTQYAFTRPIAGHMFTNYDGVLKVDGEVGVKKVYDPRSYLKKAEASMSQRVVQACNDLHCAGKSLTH
* = called active by the depositor; i = inactive; . = no result given; + = active, no number; & = joins results of further samples. A portion of the library; the hit share may differ from the screen's.

SMILES	BH1578 lux ind	VHR inh abs	BioA inh	GDH-TPI counter	SARS 3CLpro inh	SSB-PriA inh	Rv3671c protease	UGM FP inh	MazF activator	FBA Mtb inh
CCOC(=O)COc1ccc2c(=O)c(-c3ccccc3OC)coc2c1	-0.4	6	.	2	5	-11	-4	3.2	4	-3
O=C(CN1CCN(c2ccccn2)CC1)Nc1cc(C(F)(F)F)ccc1Cl	i	21	.	2	-9	-10	-8	3.3	7	-3
c1ccc(OCCCn2ccnc2)cc1	-0.1	-12	-0.9	0	9	-20	5	-1.6	0	-1
COc1ccc2c(c1)CCC1(C)CC(=O)C(Br)=C21 (configuration not stated)	i	.	-0.2	42*	.	.	.	.	6	+
O=C(CSCc1cccc(Cl)c1)Nc1ccccc1-c1ccccc1	-0.4	-6	.	5	2	-73	4	-1.3	-3	-2
O=C(NCCN1CCOCC1)c1cccc(S(=O)(=O)Nc2ccc(Br)cc2)c1	-0.3	.	0.7	6	.	4	1	2.6	0	-1
CC(=O)N1CCN(C(=O)C(Cc2c[nH]c3ccccc23)NC(=O)c2ccccc2Cl)CC1 (configuration not stated)	-0.2	16	-1.7	0	-1	3	4	-1.1	2	0
COc1ccc(NC(=O)c2sc3ncn(CC(=O)N4CCN(c5ccccn5)CC4)c(=O)c3c2C)cc1OC	5.6	30	0.0	9	-8	5	-7	0.0	-20	2
Cc1sc2ncn(CC(=O)NCCCC(=O)Nc3ccc(C(C)C)cc3)c(=O)c2c1C	-0.3	43	-1.4	-4	-3	6	-4	-0.7	-16	0
CNC(C(=O)c1ccccc1)C(OC(C)=O)c1cccc([N+](=O)[O-])c1 (configuration not stated)	i	9	.	12	3	-3	5	-0.4	-3	-2
CC1C(=O)N(Cc2ccc([N+](=O)[O-])cc2)c2ccccc2N1C(=O)C1CC1 (configuration not stated)	.	24	.	.	-1	0	4	2.4	-4	.
C[C@@H]1CN([C@H](C)CO)C(=O)CCCn2nncc2CO[C@@H]1CN(C)C(=O)Cc1ccccc1	i	.	0.4&0.1&-0.6	3	.	.	.	.	5	-3
Cc1ccc(NC(=O)CCC(=O)NNC(=O)c2ccco2)c(C)c1	i	1	-1.4	-10	5	4	8	0.7	1	0
CC(C)(C)C(=O)C(Oc1ccc(Cl)cc1)n1cncn1 (configuration not stated)	i	.	.	1	.	0	.	.	2	0
COc1ccc2cc(C#N)c(SCC(=O)N3CC(=O)Nc4ccccc43)nc2c1	0.2	15	0.0	5	3	-5	-17	4.3	-25	2
O=C(Cc1ccccc1)Nc1ccc(NC(=O)c2ccco2)cc1	-0.1	26	.	5	1	-4	0	-1.3	5	1
COC(=O)c1ccccc1NC(=O)NCc1ccco1	-0.2	-2	0.3	8	-5	-1	2	-2.7	-5	2
COc1ccc2[nH]c(C(=O)N/N=C/c3cc(OC)c(OC)c(OC)c3)cc2c1	i	14	-2.5	63*	-2	.	-11	4.7	13	7
CC1(C)Cc2c(sc(NC(=O)C(=O)N3CCCC3)c2C#N)CO1	1.1	14	1.2	14	3	-8	-7	1.6	-4	-1
CCCCNC(=O)C1(C)CCN1C(=O)c1ccc(F)cc1Cl (configuration not stated)	i	.	0.2	-9	.	.	.	.	.	-3
Cc1[nH]c2ccc(-c3n[nH]c(=S)n3Cc3ccccc3)cc2c1C	i	4	1.1	-2	7	14	2	0.6	0	-2
CC1(C)NC(=O)N(CCCCOc2ccc(Br)cc2Cl)C1=O	.	-4	3.0	4	4	-18	-1	1.5	-3	0
COc1cc2nc3n(c(=O)c2cc1OC)-c1cc2ccccc2cc1C(=O)NC3Cc1ccccc1 (configuration not stated)	-0.7	.	-0.2	5	.	.	.	.	-20	-3
O=C1C=C(Nc2cccnc2)c2ccccc2C1=O	i	.	.	10	.	37	.	.	6	-3
O=C(CSc1nnc(SCc2ccccc2)s1)N/N=C/C=C/c1ccccc1[N+](=O)[O-]	3.6	-14	.	1	0	.	-56	-0.5	2	-6
Oc1ccc(Br)cc1/C=N/N1CCN(Cc2cccc3ccccc23)CC1	-0.5	-3	.	-3	1	.	-1	-2.2	-3	5
N/C(=N\OS(=O)(=O)c1ccc2ccccc2c1)c1ccccn1	-0.9	17	.	3	-1	.	.	.	-7	3
O=C(NCc1ccc(Cl)s1)C1CCC(=O)N(CCc2ccccn2)C1 (configuration not stated)	-0.7	1	-1.0	4	-3	-11	-2	1.0	0	0
N#Cc1c(SCC(=O)Nc2cccc(C(F)(F)F)c2)sc2c(O)cc(=O)[nH]c12	i	2	-3.9	20	11	-7	0	0.3	-18	-1
O=C(COC(=O)c1cc(Cl)ccc1Cl)NC1CCCC1	28*	-11	-0.7	3	3	-9	1	-1.1	6	4
Cc1ccc(NC(=O)C2CCN(S(=O)(=O)c3ccc(F)cc3)CC2)cc1	i	-15	.	1	-1	-11	-2	-2.8	14	1
CCCCNC(=O)N1CCN(C/C=C/c2ccccc2)CC1	.	8	.	-2	1	6	-2	-0.8	-1	1
Cc1ccc(NC(=O)COc2cccc(C)c2C)cc1S(=O)(=O)N1CCCCCC1	i	.	.	-1	.	1	-31	-1.3	0	-2
CC(=O)NC1=NN(C(C)=O)C(C)(CCS(=O)(=O)c2ccc(Cl)c(Cl)c2)S1 (configuration not stated)	-0.2	2	-0.7	1	6	-6	-9	-1.5	3	-4
COc1ccccc1C1NC(=O)NC(C)=C1C(C)=O (configuration not stated)	-3.4	.	7.1	-1	-1	5	6	-1.8	-3	-1
COC(=O)CSc1nc(NC(C)C)nc(N(C)C)n1	-0.6	18	1.5	-4	1	-10	-4	-0.8	-18	-1
Cc1ccnc(N2C(=O)c3cccc4c([N+](=O)[O-])ccc(c34)C2=O)c1	6.2	13	-1.5	33*	1	-3	-1	-1.2	1	5
O=C1c2ccccc2C(=O)N1CCN1CCOCC1	-0.2	21	-0.4	2	0	-7	2	-1.1	-9	-1
O=C(Nc1ccccc1NC(=O)c1ccccc1Cl)c1ccccc1Cl	-0.1	5	1.8	-15	4	-10	-6	-0.2	7	-2
CCOC(=O)N1CCN(C(=O)COc2cc(=O)n(CC)c3ccccc23)CC1	-0.3	29	-0.4	9	-1	-12	5	1.5	9	0
CC(C)(C)OC(=O)NCc1ccc(NC(=O)c2nc[nH]c2C(=O)N[C@@H](Cc2ccccc2)C(=O)OC(C)(C)C)cc1	-0.3	7	-0.2	11	.	9	-57	1.4	-1	0
O=S(=O)(c1ccccc1)N1CCN(C2CCCCCCC2)CC1	-0.7	10	-1.3	-1	-2	3	-3	-2.7	1	1
COc1ccc(NC(=O)C2CC(=O)OC23CCOC(C)(C)C3)cc1 (configuration not stated)	i	6	0.2	-17	-5	7	-3	2.9	6	-15
COCCN(CC(=O)Nc1cccc(C)c1C)C(=O)CN1C(=O)NC2(CCCCC2)C1=O	i	.	-3.9	5	.	-4	-5	-0.2	8	5
Cc1ccc(S(=O)(=O)N[C@H](C(=O)N2CCC(C(=O)NCC(=O)O)CC2)C(C)C)cc1	1.1	18	.	2	1	-23	-2	-1.0	0	2
CCOCCCNC(=S)N1CCC(NC(=O)C2CCCCC2)CC1	i	-1	.	-1	-1	-2	-7	-1.8	6	2
O=C(c1ccco1)N1CCN(Cc2cccnc2)CC1	i	-17	-1.5	5	0	-10	-2	0.7	2	13
CC(C)NC(=O)N(C)C[C@@H]1OCc2ccccc2-c2c(n(C)c3ccccc23)C(=O)N([C@@H](C)CO)C[C@@H]1C	-0.4	.	-3.3	-4	.	.	.	.	8	-2
COc1ccc(NC(=O)Nc2cccc3ccccc23)cc1OC	0.4	0	0.4	-12	0	-7	3	-4.0	-2	4
CC(=O)Nc1ccc(S(=O)(=O)NCCCCNS(=O)(=O)c2ccc(NC(C)=O)cc2)cc1	-10	-28	1.3	-9	-1	-20	6	-1.2	10	-1

New compounds follow:
SMILES	BH1578 lux ind	VHR inh abs	BioA inh	GDH-TPI counter	SARS 3CLpro inh	SSB-PriA inh	Rv3671c protease	UGM FP inh	MazF activator	FBA Mtb inh
CCn1c(SCC(=O)Nc2cc(C)on2)nnc1-c1ccc(S(=O)(=O)N2CCCC2)cc1	-1.3	4	-0.6	-13	-3	-13	4	1.4	-3	4
Cc1ccc(S(=O)(=O)/C=C/c2ccccc2)cc1	-0.3	3	0.0	2	-1	-31	-5	3.3	6	0
O=c1[nH]c2ccc(S(=O)(=O)N3CCCCC3)cc2o1	i	4	-0.9	6	0	0	-3	-0.6	9	0
O=C(CN(C(=O)CCC(=O)Nc1nccs1)c1ccc(F)cc1)NCc1ccc(F)cc1	-2.2	-15	-0.7	7	-5	-4	-6	0.0	-3	2
CCOC(=O)N/N=C/c1ccccc1OCc1ccc(Cl)cc1	-0.1	2	.	4	0	.	-5	2.5	5	-1
COc1ccc(N(CC(=O)NCc2ccc(F)cc2)C(=O)CCC(=O)Nc2nccs2)cc1	-0.2	17	-2.3	8	3	-9	5	2.9	-18	0
CC(C)C(C)N(Cc1ccc(C(=O)O)cc1)C(=O)c1ccc2ccccc2n1 (configuration not stated)	-0.3	.	0.3	1	.	-4	6	1.8	8	0
CCOP(=O)(OCC)C(Nc1ccc(OC)cc1)c1ccco1 (configuration not stated)	-0.6	8	0.2	-6	-2	-13	4	0.2	11	1
CCC(SC1=Nc2ccccc2C2=NC(CC(C)C)C(=O)N12)C(=O)Nc1ccc2c(c1)OCO2 (configuration not stated)	0.1	-4	4.6	8	3	18	0	-3.1	-3	1
CC1=C(C(=O)Nc2ccc(C)cn2)C(c2cnn(C)c2)C2=C(CCCC2=O)N1 (configuration not stated)	-0.2	39	0.6	12	2	-4	0	-0.4	9	18
CC(C)NS(=O)(=O)c1ccc(OCC(=O)N2CCN(Cc3ccccc3)CC2)cc1	i	.	-0.4	4	0	-2	-13	2.0	-1	2
COc1ccc(Cl)cc1NC(=O)CN(C)C(=O)CN1C(=O)NC2(CCCC2)C1=O	i	.	0.4	2	.	-7	2	-1.9	-2	4
CCOC(=O)c1ccc(S(=O)(=O)N2CCN(C(=O)c3cc4ccccc4o3)CC2)cc1	i	.	-1.5	-1	.	-11	.	.	1	-1
O=C(NC(=S)Nc1nc2c(s1)CCCC2)c1ccccc1	-2.7	-8	-1.5	5	-1	-1	-11	-1.4	5	4
CCCC(=O)Nc1sc(Cc2ccccc2)c(C)c1C(N)=O	i	-11	0.3	2	-5	-1	-2	1.3	5	2
COc1ccccc1CNC(=O)c1cc(C2CC2)nc2c1cnn2C(C)C	i	.	-3.3	10	.	-7	-1	1.2	-2	2
Cc1cccc(NP2(=O)NCCCN2)c1	-1.7	.	1.0	3	.	-4	.	.	2	-2
O=C(NC1=NCCS1)c1ccc(Cl)c(S(=O)(=O)N2CCCCC2)c1	-5.0	4	2.7	-7	-1	-4	2	0.0	-1	-1
COc1cc2c(cc1[N+](=O)[O-])n(C(C)C)c(=O)n2C(C)C	-0.3	24	.	7	-1	9	1	0.0	1	-2
O=C(Cc1ccc(NS(=O)(=O)c2ccc(F)cc2)cc1)NCc1ccccc1	i	-13	-0.5	2	0	-28	-2	.	12	2
COc1ccc2c(c1)C(c1cccs1)=NNC(c1cccnc1)=N2	i	39	.	13	1	6	-11	1.5	5	5
O=S(=O)(Nc1ncn[nH]1)c1ccc(Cl)cc1	-0.2	-13	0.7	0	0	-26	-2	3.8	3	2
